STK33 inh – inhibitors of human STK33 kinase | Q9BYT3 | AID 2661 | purified STK33, MBP phosphorylation, ADP-Glo luminescence | actives 0.073% (n = 320,000) | inhibition, % at 10 µM;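 active = inhibition at or above 25%, using the most active replicate where run in duplicate; inactive = inhibition below 25%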
Kir21 block – Kir2.1 (mouse) channel inhibition; P35561; HEK293-Kir2.1, FluxOR thallium flux fluorescence; active compounds read low; B-score at 10 µM; actives 0.85% (n = 310,000); AID 1672;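 active = fluorescence ratio B-score at or below minus 3 SD of library scores, with starting-brightness B-score within 2 SD, cut at about -4.2 in these data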;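 note: channel flux triggered by added potassium and thallium sulfate stimulus; B-score of peak minus minimum fluorescence over baseline after thallium stimulus; more negative B-score means stronger Kir2.1 block with less thallium influx; some compounds called inactive have numbers as strong as hits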
KCNQ2 inh – KCNQ2 potassium channel inhibitors, primary screen, cell-based, CHO-K1, FluxOR thallium flux, B-score (AID 2156) | O88943 | 20 min; active compounds read low | B-score at 10 µM | actives 1.1% (n = 310,000);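 active = fluorescence ratio B-score at most minus 3 library SDs, with starting brightness B-score within 2 library SDs, cut at about -5.5 in these data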
Target sequence (O88943 whole entry, looked up): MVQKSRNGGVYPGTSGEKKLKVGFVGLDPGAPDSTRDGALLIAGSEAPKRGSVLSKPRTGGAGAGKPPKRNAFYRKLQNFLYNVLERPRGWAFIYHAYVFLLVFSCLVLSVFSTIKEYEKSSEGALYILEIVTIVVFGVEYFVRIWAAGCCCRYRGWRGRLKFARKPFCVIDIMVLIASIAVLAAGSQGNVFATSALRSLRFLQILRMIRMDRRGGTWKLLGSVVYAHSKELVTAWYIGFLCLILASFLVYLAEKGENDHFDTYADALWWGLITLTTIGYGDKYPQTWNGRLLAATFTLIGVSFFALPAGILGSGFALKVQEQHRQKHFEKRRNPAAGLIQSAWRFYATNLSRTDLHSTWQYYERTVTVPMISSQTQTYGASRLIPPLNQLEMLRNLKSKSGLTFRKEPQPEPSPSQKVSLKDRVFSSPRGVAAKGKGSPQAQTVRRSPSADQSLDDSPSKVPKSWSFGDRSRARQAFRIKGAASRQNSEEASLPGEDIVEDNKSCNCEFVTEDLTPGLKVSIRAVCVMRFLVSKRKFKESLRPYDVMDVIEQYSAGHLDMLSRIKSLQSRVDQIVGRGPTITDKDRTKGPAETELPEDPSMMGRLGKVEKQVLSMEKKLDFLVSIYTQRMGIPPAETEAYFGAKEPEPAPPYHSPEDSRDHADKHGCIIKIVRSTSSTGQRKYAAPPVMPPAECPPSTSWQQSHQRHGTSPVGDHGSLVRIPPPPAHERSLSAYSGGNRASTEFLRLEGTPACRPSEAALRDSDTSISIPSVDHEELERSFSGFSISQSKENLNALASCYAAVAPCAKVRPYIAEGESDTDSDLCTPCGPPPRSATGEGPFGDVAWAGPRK
* hit, by the source's call; i = inactive; x = not tested or not shown.

Sample of the layout, 6 compounds:
SMILES	STK33 inh	Kir21 block	KCNQ2 inh
CCc1cccc(C)c1NC(=O)C1CN(S(=O)(=O)c2ccccc2)CCN1S(=O)(=O)c1ccccc1 (configuration not stated)	-0.3	-0.02	i
Cc1ccc(NC(=O)CCSc2nnc(-c3ccco3)o2)cc1	0.5	-0.25	i
CCC(C)(C)C1CCC2(CC1)NC(=O)N(CC(=O)N(C)Cc1ccc(OC(F)F)cc1)C2=O (configuration not stated)	-2.1	1	i
O=C(COC(=O)c1ncc(Cl)c(Cl)c1Cl)NCCc1ccccc1	-0.6	0.94	i
O=C(NCC1CCCO1)C(=O)N/N=C/c1cc(Cl)ccc1O (configuration not stated)	-1.8	1.2	i
CCCNC(=O)COc1ccc(S(=O)(=O)Nc2ccc(C)cc2)cc1	x	-2	i

The whole of this part, from the first entry:
SMILES	STK33 inh	Kir21 block	KCNQ2 inh
CCc1cccc(C)c1NC(=O)C1CN(S(=O)(=O)c2ccccc2)CCN1S(=O)(=O)c1ccccc1 (configuration not stated)	-0.3	-0.02	i
Cc1ccc(NC(=O)CCSc2nnc(-c3ccco3)o2)cc1	0.5	-0.25	i
CCC(C)(C)C1CCC2(CC1)NC(=O)N(CC(=O)N(C)Cc1ccc(OC(F)F)cc1)C2=O (configuration not stated)	-2.1	1	i
O=C(COC(=O)c1ncc(Cl)c(Cl)c1Cl)NCCc1ccccc1	-0.6	0.94	i
O=C(NCC1CCCO1)C(=O)N/N=C/c1cc(Cl)ccc1O (configuration not stated)	-1.8	1.2	i
CCCNC(=O)COc1ccc(S(=O)(=O)Nc2ccc(C)cc2)cc1	x	-2	i
CCOc1ccc(NC(=O)CSc2nc(=O)n(Cc3cccnc3)c3c2CCC3)cc1	1.7	1.3	i
CCc1ccccc1NC(=O)CSc1nc(-c2ccccc2)nn1C(=O)c1cccc([N+](=O)[O-])c1	0.3	-1.8	i
Cc1cccc(Oc2ccc(NC(=O)C3CC=CCC3C(=O)O)cc2)c1 (configuration not stated)	-2.0	1.9	i
COc1cccc(-c2nn(-c3ccccc3)cc2CN(C)Cc2c(C)nc3ccccn23)c1	0.1	-0.07	i
CCn1cc(Cl)c(C(=O)NNC(=O)CCn2cc([N+](=O)[O-])cn2)n1	0.8	-0.23	i
O=C(NCc1c(Cl)cccc1Oc1ccccc1)c1ccccc1	-0.6	-1.3	i
Cc1ccc(C)c(NC(=O)CN(C)S(=O)(=O)c2ccccc2)c1	-2.0	0.03	i
Cc1cc(C)nc(/N=C(\NC(=O)C(C)(C)C)Nc2ccc(F)cc2)n1	-1.1	-0.99	i
O=[N+]([O-])c1ccccc1S(=O)(=O)Nc1cccc(-c2ccc3nncn3n2)c1	1.1	0.84	i
O=C(CNCc1ccc(Cl)cc1)Nc1ccc2c(c1)OCCO2	-0.1	-0.11	i
CCOC(=O)N1CCC(NC(=O)c2cc(C(=O)NC3CCCC3)ccc2CO)CC1	-1.0	2.4	i
CC(=O)c1sc(NC(=O)COc2ccccc2)nc1C	1.6	0.32	i
c1csc(CN2CCOCC2)c1	-0.7	1.5	i
CCOc1ccc(N2CC(C(=O)Nc3ccccc3N3CCOCC3)CC2=O)cc1 (configuration not stated)	-1.5	-0.06	i
CCSc1cc(Cl)nc(N)n1	0.6	-0.61	i
CN1CCN(C(=O)/C(=C/c2ccc(F)cc2)c2ccsc2)CC1	-1.3	-0.61	i
CC(C)c1ccc(N(CC(=O)NC2CCCC2)C(=O)CCC(=O)Nc2ccccn2)cc1	0.1	1.2	i
COc1ccc(CNC(=O)CCCNC(=O)c2ccc(Cl)cc2)cc1OC	0.2	-0.03	i
COCCNC(=O)C(c1ccccc1)N(C(=O)Cn1nnc2ccccc21)c1cccnc1 (configuration not stated)	-0.7	-0.15	i

Reprinted at random: 4 entries already listed.
SMILES	STK33 inh	Kir21 block	KCNQ2 inh
O=C(CNCc1ccc(Cl)cc1)Nc1ccc2c(c1)OCCO2	-0.1	-0.11	i
CCc1cccc(C)c1NC(=O)C1CN(S(=O)(=O)c2ccccc2)CCN1S(=O)(=O)c1ccccc1 (configuration not stated)	-0.3	-0.02	i
O=C(NCC1CCCO1)C(=O)N/N=C/c1cc(Cl)ccc1O (configuration not stated)	-1.8	1.2	i
c1csc(CN2CCOCC2)c1	-0.7	1.5	i

Continued.
SMILES	STK33 inh	Kir21 block	KCNQ2 inh
COc1cccc(C(C(=O)NC(C)(C)C)N(Cc2ccc(C)cc2)C(=O)CCC(=O)Nc2cc(C)on2)c1OC (configuration not stated)	0.3	-1.7	i
COc1cccc(CN2CCNC(=O)C2CC(=O)N(C)CCC2CCOCC2)c1 (configuration not stated)	0.0	-0.01	i
COc1cc(NC(=O)c2nn(C)c3c2CS(=O)(=O)c2ccccc2-3)cc(OC)c1	-2.3	-0.84	i
CN1CCN(c2ccc(NC(=O)c3sc4ccccc4c3Cl)cc2)CC1	0.0	0.3	i
C/C(=N\NC(=O)c1cccnc1)c1cc2ccccc2o1	1.2	1.5	i
CN(CC(=O)Nc1cccc(S(=O)(=O)N2CCOCC2)c1)CC(=O)Nc1ccc(Cl)c(C(F)(F)F)c1	-0.9	-0.39	i
COc1ccc(-n2c(=O)c3ccccc3n(CC(=O)OCc3ccccc3)c2=O)cc1OC	-0.2	-1.4	i
COc1ccc(C2=NN(CCC(=O)NC3CCC(C)CC3)C(=O)CC2)cc1 (configuration not stated)	0.3	0.31	i
COc1cccc(CNC(=O)C(C)n2ccc3cc(S(=O)(=O)N4CCCC4)ccc32)c1 (configuration not stated)	0.4	-0.32	i
Cc1cc(NC(=O)Cn2cnc3sc(C)c(-c4ccccc4)c3c2=O)no1	x	-0.16	i
O=C(CSc1nccc(=O)[nH]1)N1N=C2/C(=C/c3ccco3)CCCC2C1c1ccco1 (configuration not stated)	1.0	2.6	i
COc1ccc(/C=C/C(=O)O)cc1COc1ccccc1C	-2.5	-2.5	i
Cc1ccc(NC(=O)CSc2sc3c(O)cc(=O)[nH]c3c2C#N)c(F)c1	-1.7	0.47	i
CC(=O)NC(CC(=O)OCc1ccc([N+](=O)[O-])cc1)c1ccccc1 (configuration not stated)	0.6	-1.1	i
CC1CN(S(=O)(=O)c2ccc(C(=O)N(CCCN(C)C)c3nc4c(Cl)cccc4s3)cc2)CC(C)O1 (configuration not stated)	-1.1	0.13	i
COCCNC(=O)CN1C(=O)NC(c2ccccc2)(c2ccccc2)C1=O	-0.8	-0.14	i
O=c1cc(-c2ccccc2Cl)oc2c(NS(=O)(=O)c3ccccc3C(F)(F)F)ccc(O)c12	0.2	2.1	i
N#Cc1nc(-c2ccc(OCc3ccc(Cl)cc3)cc2)oc1N1CCOCC1	-0.3	0.84	i
COc1ccc(-c2nc[nH]c2[N+](=O)[O-])cc1	-0.3	1.9	i
CSc1cccc(NC(=O)C2CCCN2S(=O)(=O)c2ccc(Br)s2)c1 (configuration not stated)	0.4	-0.91	i
N#Cc1c(NC(=O)C(=O)NCCCN2CCOCC2)sc2c1CCC2	-1.6	-0.97	i
CC1CN(c2cc(=O)n(-c3cccc(Br)c3)c(=O)[nH]2)CC(C)O1 (configuration not stated)	-0.7	0.51	i
Cc1cc(NC(=O)CSc2nnc(C)n2-c2ccccc2)no1	0.9	-0.4	i
Cc1nn(CC(=O)NCCc2cccs2)c(=O)c2nn(-c3ccccc3)c(C)c12	-2.0	-0.75	i
CCCCSc1nc(O)cc(=O)n1CC	-0.1	-2.3	i
(cont.)
SMILES	STK33 inh	Kir21 block	KCNQ2 inh
COc1ccccc1NC(=O)c1ccc2c(c1)C(=O)N(Cc1ccco1)C2=O	-1.2	-0.81	i
CC(C)(C)NC(=S)NCC1CC1	0.1	0.12	i
COc1cccc(/C=N/NC(=O)Cn2cnc3c2c(=O)n(C)c(=O)n3C)c1OC	-1.2	-2.8	i
CN(CC(=O)Nc1cccc(F)c1)C(=O)/C=C/c1ccc(Br)s1	0.0	-0.71	i
CC1CCCCN1C(C(=O)O)c1ccccc1 (configuration not stated)	0.4	0.01	i
CCN(CC1CCCO1)C(=O)CCc1nnc(CCc2ccc(OC)cc2)o1 (configuration not stated)	0.2	-1.7	i
CN1C(=S)SC(N(O)C(=O)Nc2ccccc2)C1(C)C (configuration not stated)	-0.3	1.5	i
Cc1oc(C(=O)O)cc1CSc1nnc(-c2ccccc2)n1C	3.9	1.7	i
Cc1ccc(-n2c(=O)[nH]c3c(C(N)=O)nc(CC(C)C)nc32)cc1	-1.0	1.2	i
CC(C)C[C@H]1CN=C(Nc2ccccc2)N1CCC1CCCCC1	-1.3	0.03	i
CSCCCNC(=S)Nc1cccc(S(=O)(=O)NC2=NCCC2)c1	7.3	0.99	i
CCC(=O)N(Cc1ccco1)c1nc(-c2cc(OC)ccc2OC)cs1	0.5	0.14	i
CN1CCN(CC(=O)N(Cc2c(C#N)c3ccccc3n2C)c2ccccc2)CC1	-4.4	0.86	i
Cc1ccc(CC2C(=O)N(c3nc(C)cc(C)n3)C(=O)C2C)cc1 (configuration not stated)	-3.8	0.11	i
O=C(O)c1c2c(nc3ccccc13)/C(=C/c1ccc(O)cc1)CCC2	-0.1	1.4	i
CC(c1ccccc1)N1CCn2c(nc3cc(NC(=O)c4cccs4)ccc32)C1 (configuration not stated)	1.0	-0.08	i
CCOC(=O)C1CCCN(S(=O)(=O)c2ccc(S(N)(=O)=O)cc2)C1 (configuration not stated)	1.6	0.11	i
CC(NC(=O)COC(=O)c1ccc(Cl)cc1O)c1ccc(F)cc1 (configuration not stated)	-0.4	1.6	i
COc1ccc(C(=O)C2CCCN(C(=O)/C=C/c3ccccn3)C2)c(C)c1 (configuration not stated)	-0.2	-0.12	i
COc1cc(NC(=O)Nc2cc(C)on2)cc(OC)c1OC	-1.7	-0.5	i
O=C(N/N=C/c1cn(-c2ccccc2)nc1-c1ccccc1)c1ccco1	-0.2	-0.4	i
CCCCCOC(=O)Cc1c(O)c2ccccc2[nH]c1=O	0.0	0.12	i
COC(=O)c1cc(C)sc1NC(=O)C1C2C=CC(CC2)C1C(=O)O (configuration not stated)	-1.3	0.16	i
CCn1c(=O)cc(OCC(=O)Nc2cccc(C)n2)c2ccccc21	-0.7	0.91	i
O=C(COC(=O)Cc1ccc(F)cc1)NC1CCS(=O)(=O)C1 (configuration not stated)	0.4	-1.8	i
(next part)
SMILES	STK33 inh	Kir21 block	KCNQ2 inh
C=C(C)COc1ccc(-c2ncncc2-c2ccccc2OC)c(O)c1	-1.3	-1.3	i
CNC(=O)COc1coc(CN2CCN(C(=O)c3ccco3)CC2)cc1=O	-1.2	-1.4	i
CC(C)N(Cc1ccccc1)C(=O)CN1C(=O)NC(Cc2ccccc2)(c2ccccc2)C1=O (configuration not stated)	-0.2	1.4	i
COC(=O)c1ccc(C23CC4(C2)[C@H](CN(Cc2ccc(-c5ccccc5)cc2)[C@@H]4c2ccccc2)C3c2ccccc2)cc1 (some centres not stated)	-1.3	0.08	i
CCCCN(C(=O)C1CCC1)c1c(N)n(CCC)c(=O)[nH]c1=O	-2.3	-2.4	i
Nc1ccccc1Sc1ccccc1[N+](=O)[O-]	-1.4	1.4	i
COc1ccc(S(=O)(=O)N(CCCN2CCOCC2)Cc2cccc(OC)c2OC)cc1	-0.4	-1.1	i
CN1C(=O)C(O)(C2COC(C)(C)CC2=O)c2cc(Br)ccc21 (configuration not stated)	-0.9	1.8	i
COc1ccc2oc(C(=O)N3CCN(c4ncccn4)CC3)c(C)c2c1	-3.0	0.24	i
CCCOc1ccc(C(=O)NCC(c2ccco2)N(C)C)cc1 (configuration not stated)	1.3	-0.32	i
CC(C)C(C)NC(=O)COc1ccc(-c2ccccc2)cc1 (configuration not stated)	-4.0	-0.04	i
CCN1CCN(c2ccc(NC(=O)c3cnccn3)cc2)CC1	0.6	0.05	i
Cn1c(-c2ccc3c(c2)OCO3)cnc1NCc1ccccc1	-0.3	-6*	i
Cc1ccc(NC(=O)CSc2ccc3nnc(CCNC(=O)c4ccccc4)n3n2)c(C)c1	1.1	-0.01	i
Clc1ccccc1-c1nc2ccccc2c2nc3ccccc3n12	1.2	-0.66	i
O=C(NC(C(=O)c1ccccc1)N1CCCCC1)c1ccccc1 (configuration not stated)	-0.1	1.8	i
Fc1ccc2nc(Nc3nc4cc5c(cc4s3)OCO5)sc2c1	-2.3	1.8	i
Cc1cc(C)nc(NC2=NCC(=O)N2c2ccc(F)c(Cl)c2)n1	-1.0	-0.04	i
c1ccc(C2CSc3ccccc3N2)cc1 (configuration not stated)	-1.1	0.75	i
O=C(/C=C/c1c(Cl)cccc1Cl)N1CCN(c2ncccn2)CC1	-0.1	0.17	i
CCc1ccccc1NC(=S)N(CCCN(C)C)Cc1cc2cc3c(cc2[nH]c1=O)OCO3	-0.7	-0.02	i
O=S(=O)([O-])C/C(=C\c1ccc(Cl)cc1)c1cc[n+](CCO)cc1	0.1	1.2	i
Cc1cnc(-c2nnc(N(C)C(=O)C3CCOC3)s2)cn1 (configuration not stated)	-0.5	-0.06	i
O=C(CCc1ccccc1)NC1C2CC3CC(C2)CC1C3 (configuration not stated)	1.1	0.16	i
COc1ccc2c(c1)C(C)CC(C)(C)N2C(=O)NC1CCCCC1 (configuration not stated)	0.0	-2.7	i
COCCOC(=O)c1cc(C(=O)c2cc(F)ccc2O)coc1=N	-2.7	0.32	i

Screens (PubChem)

Compounds as they come. Share with any hit: about 1.9%.
